PKA kinase inh: PKA (human) kinase inhibition; PKA Kemptide phosphorylation, Kinase-Glo ATP luminescence; inhibition, % at 6 µM; AID 524; P17612; actives 0.1% (n = 65,000);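 active = inhibition above the screen-wide mean inhibition plus 3 SD, cut at about 21% in these data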; also: many of its hits are not listed in these tables
HEK293 NFkB inh: inhibitors of the PMA/ionomycin-induced NF-kB reporter in HEK293 cells. HEK-293 NF-kB luciferase reporter, luminescence. inhibition, % at 3 µM. actives 0.21% (n = 62,000). AID 465;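 active = inhibition above the mean of all tested compounds plus 3 SD, cut at about 40% in these data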;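 also: 0% = stimulated DMSO wells and 100% = 10 µM reference inhibitor 5653914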
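Material: HEK-293 cells with stable firefly luciferase reporter driven by four HIV NF-kB elements / Also added: PMA plus ionomycin mix as NF-kB-activating stimulus / Compound dosing: 3 µM once, 0.30% DMSO / Times: 1 h pretreatment, 16 h stimulation, 37 °C / Signal: luminescence / Evaluation: per-plate % inhibition versus controls / Benchmarks: DMSO and 10 µM reference inhibitor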
A340 absorber: absorbance at 340 nm. compound absorbance at 340 nm, fold over control. fold change at 10 µM. 65,000 tested, under 10 active. AID 708;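 active = at 10 µM dose, initial 340 nm absorbance at least 2 fold that of control wells; inactive = change under 2 fold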;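 also: initial absorbance extrapolated from kinetic A340 decline of NADH oxidation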
Fluor 339 460: intrinsic fluorescence of library compounds, ex339/em460 – biochemical, MLSMR library, data from DPM-DC assay, artefact control, profiling panel. compound autofluorescence, ex339/em460 nm, NADH buffer; active compounds read high; 1 = no-compound wells, NADH background. fluorescence fold increase at 10 µM. actives 5.5% (n = 65,000). AID 709;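 active = at 10 µM, mean starting fluorescence two-fold or more over control wells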;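 also: signal is the first read of a kinetic run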
tolC growth inh: blocks growth of E. coli BW25113 tolC mutant; OD615; growth inhibition, % at 10 µM (by protocol); actives 2.2% (n = 65,000); AID 573;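 active = growth inhibition at or above a cutoff equal to the mean over every tested compound plus 3 SD, cut at about 60% in these data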;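 also: growth measured after 20 h incubation at 37 °C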
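Assay system: tolC-deleted E. coli BW25113. Medium: kanamycin-containing LB broth (50 µg/mL). Dosing: 10 µM final, single dose. Timing: bacterial growth with compound for 20 h at 37 °C. Detection: A615 absorbance measurement. Read-out basis: growth inhibition in percent.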
NADH enzymes: inhibition of NAD/NADH coupling enzymes, library profiling | actives 0.02% (n = 65,000) | coupled PK/LDH NADH assays, four targets | IC50, µM (doses to about 10 µM), for inactives: at the highest dose inhibition;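 active = single-dose screening hits from any of four coupled enzyme assays that gave an IC50 when retested across doses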;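 also: the DPM-DC format reads NADH fluorescence rather than 340 nm absorbance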
JNK3 blocker: blocks human JNK3 kinase activity; inhibition, % at 8 µM; purified JNK3 kinase activity, HTS; actives 0.61% (n = 60,000); P53779; AID 746; in the data active = inhibition above about 17%;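 also: 0% = DMSO and 100% = reference inhibitor; many of its hits are not listed in these tables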
Target sequence (P53779 whole entry, looked up): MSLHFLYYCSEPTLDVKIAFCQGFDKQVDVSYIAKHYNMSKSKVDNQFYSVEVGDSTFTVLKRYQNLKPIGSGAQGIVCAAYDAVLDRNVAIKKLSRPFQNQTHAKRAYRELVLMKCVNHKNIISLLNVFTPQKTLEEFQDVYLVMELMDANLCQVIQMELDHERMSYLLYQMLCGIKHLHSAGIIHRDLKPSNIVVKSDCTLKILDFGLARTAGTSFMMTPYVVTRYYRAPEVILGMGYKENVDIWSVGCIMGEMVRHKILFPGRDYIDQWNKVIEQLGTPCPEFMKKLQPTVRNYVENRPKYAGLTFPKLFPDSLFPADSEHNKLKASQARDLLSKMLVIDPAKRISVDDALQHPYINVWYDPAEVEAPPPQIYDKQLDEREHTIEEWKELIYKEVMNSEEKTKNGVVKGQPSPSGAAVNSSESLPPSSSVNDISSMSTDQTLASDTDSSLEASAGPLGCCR
ROCK2 inh: ROCK2 (human) kinase inhibition; actives 0.35% (n = 60,000); purified ROCK2, Kinase-Glo ATP depletion luminescence; AID 604; inhibition, % at 6 µM;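 active = inhibition above the screen-wide mean inhibition plus 3 SD, cut at about 18% in these data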;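 also: plate controls were DMSO wells for no effect and Y-27632 control wells after no-enzyme background subtraction for full effect; many of its hits are not listed in these tables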
MMP-13 inhibitor: MMP13 (human) collagenase inhibition. P45452. MMP-13 fTHP FRET cleavage, Mca fluorescence. inhibition, % at 4 µM. actives 0.07% (n = 65,000). AID 570;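 active = inhibition above the mean of compound-free control plate wells plus 3 SD, cut at about 14% in these data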;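 also: 0% = DMSO wells and 100% = wells with reference MMP-13 inhibitor after basal subtraction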
* = called active by the depositor; x = not tested or not shown; [ ] = remark or other dose. The list is partial (hit frequency here may not be typical).

SMILES	PKA kinase inh	A340 absorber	MMP-13 inhibitor	NADH enzymes	JNK3 blocker	HEK293 NFkB inh	tolC growth inh	ROCK2 inh	Fluor 339 460
Cc1oc2c(c(=O)c1C)C(=O)CC(c1ccccc1)C2 (stereo unspecified)	-4	1	1	8%	2	21	-7	-7	1.1
CCNc1nc(SC(C)C(=O)OC)nc(N2CCOCC2)n1 (stereo unspecified)	9	1	-2	3%	x	1	0	x	1.1
Cn1c(CCN2CCCCC2)nc2cc(NC(=O)NC3CCCCC3)ccc21	7	0.97	-10	5%	5	9	8	1	1.1
CC(C)(C)c1ccc(OCC(=O)O)cc1	5	0.97	2	1%	7	8	8	-2	1
CCN1CCN(c2cc(C)c3cc(NC(=O)c4ccc5c(c4)OCO5)ccc3n2)CC1	-2	1.1	-1	3%	-5	13	4	7	1.1
COCCNS(=O)(=O)c1cc(OC)c(Cl)cc1Cl	-1	1	2	6%	-3	5	-2	1	1.1
CC1CCCN(S(=O)(=O)c2coc(C(N)=O)c2)C1 (stereo unspecified)	7	0.98	-4	2%	5	6	-1	5	1
CC(C)CCNC(=O)CCCOc1cc(=O)n(C)c2ccccc12	3	0.98	-2	5%	-1	7	-6	5	1
c1ccc2c(c1)CCN(CCCNc1nc3ccccc3n3cnnc13)C2	4	1.1	-6	1%	0	10	2	2	1.1
Cc1cc2cc(CN(Cc3ccc4c(c3)OCO4)C(=O)c3cnccn3)c3nnnn3c2cc1C	-7	1	0	0%	x	29	32	x	1.1
CCc1ccc2[nH]c(=O)c(C(c3nnnn3Cc3ccccc3)N3CCOCC3)cc2c1 (stereo unspecified)	-5	1.1	-4	11%	-5	12	-1	1	1.7
Nc1ccc2oc(-c3ccccc3Cl)nc2c1	1	1.1	1	4%	9	x	12	1	1.3
CCOC(=O)N1CCN(S(=O)(=O)c2ccc3c(c2)SCC(=O)N3)CC1	-2	0.98	-4	7%	-1	16	4	0	1.1
CC1CC2(CC(C)(C(=O)CSc3nc4ccccc4s3)OC2=O)C(=O)O1 (stereo unspecified)	8	1	2	1%	6	-8	-11	6	1.1
COc1ccc(-n2cc(-c3ccccc3)c3c(N4CCN(CCO)CC4)ncnc32)cc1	7	1	-16	2%	x	-1	40	x	1.1
Cn1c2ccccc2c2nnc(SCc3ccc4nonc4c3)nc21	2	1.1	-10	3%	0	21	2	1	1.2
CC(C(=O)Nc1ccccc1-c1ccccc1)N1CCN(C(=O)c2ccco2)CC1 (stereo unspecified)	1	0.98	2	3%	1	7	6	2	1
COc1cc(C(=O)NCC(=O)OCC(=O)c2ccc[nH]2)cc(OC)c1OC	6	1	2	4%	1	22	-5	3	1.1
COc1cc(-c2nc(-c3ccc(Br)o3)no2)cc(OC)c1OC	4	1	0	4%	3	0	14	1	1.2
COc1ccc(S(=O)(=O)Nc2ccc(F)c(F)c2)cc1Cl	-3	0.98	1	2%	-5	0	47	-4	1
C1CNCCNCCNCCN1	-8	0.98	6	1%	-10	x	1	-5	1
O=c1c2ccccc2nc2n1-c1ccccc1CCC2	7	1	2	1%	0	13	-9	8	1.1
CC1(C)CC(=O)C2=C(C1)NC(=O)CC2c1ccc(F)cc1 (stereo unspecified)	5	1	4	4%	-2	10	-7	-1	1.1
Cc1cc(C)n(CC2CC(=O)N(c3ccc(F)c(Cl)c3)C2=O)n1 (stereo unspecified)	-2	1	2	6%	1	x	-1	1	1
Cc1ccc2c(CSc3nnc(C4CC4)n3N)cc(=O)oc2c1	1	1.1	2	5%	-1	14	-5	3	1.1
CCOC(=O)C1CCCN(C(=O)c2cn(C)c3ccc(S(=O)(=O)N(C)C)cc3c2=O)C1 (stereo unspecified)	4	1.1	-2	3%	-4	8	-16	3	1.1
CC(C)(C)c1ccccc1NC(=O)c1ccco1	-4	1	6	6%	-1	16	8	0	1
Cc1cc(C)n(S(=O)(=O)c2ccc(Cl)c(Cl)c2Cl)n1	4	1	0	7%	0	3	28	3	1
O=c1cc(CSc2ccccn2)nc(N2CCN(c3ccccc3)CC2)[nH]1	9	1	1	6%	8	11	-13	6	0.96
Cn1cccc1/C=N/n1cnnc1	5	1.1	4	4%	1	x	5	8	1
CN(C1CCCCC1)S(=O)(=O)c1ccc(NC(=O)c2ccc(Br)o2)cc1	5	1.1	3	2%	-2	11	70*	7	1.1
CCC(Sc1nc(=O)cc(N)n1-c1ccccc1)C(=O)Nc1ccc(Cl)cn1 (stereo unspecified)	5	1	0	4%	-2	5	5	4	1.1
CC(=O)Nc1ccc(S(=O)(=O)N2CCN(c3nc(NC4CCCC4)c4ccccc4n3)CC2)cc1	1	1.1	-58[fluorescence artefact?]	6%[fluoresces]	-6	18	54	4	2.2*
Cn1c(=O)c2c(SCc3cccnc3)nc(C3CC3)nc2n(C)c1=O	-7	1	5	4%	-4	20	6	-5	1.1
C=C(C)COc1ccc(-c2nc(N)nc(C)c2Oc2ccccc2OC)c(O)c1	-9	1.1	0	1%	0	22	-19	-11	1.1
COc1ccc(-n2c(N)c(C(=O)NCC3CCCO3)sc2=S)cc1 (stereo unspecified)	10	1.1	2	9%	-3	20	2	8	1
Cn1c(NCc2ccccc2O)nc2ccccc21	6	1	6	3%	-2	-19	18	4	1.1
COc1ccc2[nH]c(=O)c(CN(C(=O)c3ccncc3)C(C)(C)C)cc2c1	-6	1.1	1	7%	0	9	2	2	1.6
COc1ccccc1-n1c(SCC(=O)NC(C)(C)C)nnc1-c1ccco1	4	0.99	5	3%	1	5	-17	2	1
COc1ccc(C(=O)c2sc(NC(C)C)nc2N)cc1OC	4	1.1	2	3%	15	x	7	10	1
O=c1[nH]c(SCc2ccccc2Cl)nc2c1CCC2	-1	1.1	1	3%	x	19	15	x	1.1
O=S(=O)(NCCc1cn2ccccc2n1)c1ccc(F)c(C(F)(F)F)c1	6	1	-10	2%	-6	11	2	3	1.1
COc1ccc(C(=O)OCc2cc3cccc(C)c3[nH]c2=O)cc1	8	1.1	1	6%	0	3	-10	8	1.4
CCC1C(C#N)=C(N)OC2=C1C(=O)CC(C)(C)C2 (stereo unspecified)	7	1	-7	7%	-4	13	-8	7	1.1
Cc1cccc(N(C(=O)Cn2nnc3ccccc32)C(C(=O)NCc2ccco2)c2ccncc2)c1C (stereo unspecified)	13	0.97	1	6%	3	7	21	6	1.1
CN1C(=O)c2ccccc2N(C)C1c1ccc2c(c1)OCO2 (stereo unspecified)	12	0.98	-102[fluorescence artefact?]	8%[fluoresces]	1	-3	29	10	3.9*
C=CCSC1=C(C#N)C(c2cc(Br)c(O)c(OC)c2)CC(=O)N1 (stereo unspecified)	-6	1.1	7	8%	-5	16	-1	-5	1.1
CCCn1c(SCC(=O)N2CCCCC2)nnc1-c1ccco1	4	1	3	6%	-2	1	-3	0	1.1
C/C(=N\O)c1ccc2[nH]ccc2c1	6	1	4	5%	-4	x	17	6	1.1
COc1ccc(-c2cc(C(F)(F)F)nc(S(C)(=O)=O)n2)cc1OC	1	1.2	6	7%	x	33	20	x	1.1
Cc1cc(C)n(C(=O)c2ccc(NC(=O)C3COc4ccccc4O3)cc2)n1 (stereo unspecified)	10	1	6	4%	6	14	42	8	1.1
CCOC(=O)N1CCN(C(=O)Nc2sc3nc4n(c(=O)c3c2C)CCC(C)CC4)CC1 (stereo unspecified)	2	1.1	-3	2%	-5	5	-3	-3	1.2
Cc1cccc(NC(=O)CN2CCCN(S(=O)(=O)c3ccc(Br)s3)CC2)c1	0	1	-1	3%	2	14	37	3	1.1
Cc1nc2[nH]onc2c2nccc(=O)c12	8	1.1	4	4%	-2	8	-8	5	1.1
CC(C)c1ccc(NS(=O)(=O)c2ccc3[nH]cc(C(=O)N4CCC(C(N)=O)CC4)c(=O)c3c2)cc1	10	1.1	-2	7%	-4	3	6	3	1.3
COc1ccc(Cl)cc1NS(=O)(=O)c1ccc(S(=O)(=O)N2CCCC2)cc1	9	0.99	1	4%	4	5	17	4	1.1
Cc1nc2sc(C(c3ccco3)N3CCc4ccccc4C3)c(O)n2n1 (stereo unspecified)	0	1.1	2	6%	-1	11	-21	-3	1.1
COCCCNC(=O)c1c(N)n(/N=C/c2cccs2)c2nc3ccccc3nc12	-6	1.1	-232	3%[fluoresces]	-1	x	6	0	2.3*
CCOC(=O)c1nc(N)c(C(=O)OCC)[nH]1	4	1.1	-304[fluorescence artefact?]	3%[fluoresces]	-10	x	-19	6	2.3*
Cc1ccccc1NC(=O)CSCCO	0	1.1	0	3%	-2	1	-7	1	1.2
O=C(O)C1CSCN1S(=O)(=O)c1cccc2nsnc12 (stereo unspecified)	-2	1	-11	7%	-11	x	-6	-3	1.1
CCOC(=O)c1ccc(-n2c(=S)sc3c(=O)[nH]c(C)nc32)cc1	-3	1.1	3	2%	x	27	10	x	1

Complete entries as entered above. Order of screens: PKA kinase inh	A340 absorber	MMP-13 inhibitor	NADH enzymes	JNK3 blocker	HEK293 NFkB inh	tolC growth inh	ROCK2 inh	Fluor 339 460
Record of CC(C)c1ccc(NS(=O)(=O)c2ccc3[nH]cc(C(=O)N4CCC(C(N)=O)CC4)c(=O)c3c2)cc1 → 10	1.1	-2	7%	-4	3	6	3	1.3
Record of Cc1nc2[nH]onc2c2nccc(=O)c12 → 8	1.1	4	4%	-2	8	-8	5	1.1
